Assay outcomes as filed in PubChem BioAssay.
Salmonella PhoP GFP = Inhibition of PhoP regulon, Salmonella typhi GFP reporter cells, confirmation, 4 h (AID 1850); Salmonella Typhi PhoP-promoter GFP reporter, fluorescence, 4 h; higher % means a stronger effect; inhibition, % at 50 µM; hits with a dose series show IC50 in µM; 310,000 compounds, 0.33% hits; in the data active = a potency from the dose series; inconclusive = inhibition mostly from about 25% at the one dose, without a potency; inactive = the rest, 99 in 100 with inhibition below about 19%;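 also: 0% = induced wells with vehicle and 100% = uninduced wells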
H37Rv inhibition = M. tuberculosis growth inhibition, HTS (AID 449762). 330,000 compounds, 0.59% hits. inhibition, % at 25 µM; hits with a dose series show IC50 in µM. M. tuberculosis H37Rv growth inhibition, 7H9 media; higher % means a stronger effect; in the data active = a potency from the dose series; inconclusive = inhibition above about 70% without an active follow-up result;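 also: bacterial growth assessed after seven days of incubation; strong numbers were not always called active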
inhibitors of VEEV = inhibitors of VEEV TC-83 cytopathic effect, confirmation, Vero cells (AID 588727); Vero cells, VEEV TC-83 cytopathic effect inhibition; higher % means a stronger effect; inhibition, % at 20 µM, or IC50 in µM where a hit was titrated; 350,000 compounds, 0.13% hits; in the data active = a potency from the dose series; inconclusive = inhibition mostly from about 14% at the one dose, without a potency; inactive = the rest, 99 in 100 with inhibition below about 12%; also: strong numbers were not always called active
H1N1 NS1A inhibition = H1N1 influenza NS1A inhibitors, functional cell based assay (AID 504329). NS1A functional cell-based assay, percent inhibition; higher % means a stronger effect. inhibition, % at 12.5 µM; hits with a dose series show IC50 in µM. 340,000 compounds, 0.3% hits; in the data active = a potency from the dose series; inconclusive = inhibition above about 27% without an active follow-up result; also: strong numbers were not always called active
M. tuberculosis = growth inhibition of non-replicating M. tuberculosis (AID 488890) | Mycobacterium tuberculosis non-replicating, growth inhibition; higher % means a stronger effect | inhibition, % at 25 µM, or IC50 in µM where a hit was titrated | 320,000 compounds, 0.39% hits; in the data active = a potency from the dose series; inconclusive = inhibition mostly from about 82% at the one dose, without a potency; inactive = the rest, 99 in 100 with inhibition below about 76%;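 also: plate controls were DMSO cells for no effect and high antibiotic wells for full effect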
inhibitors of VEEV 10K pilot screen = also measured in inhibitors of VEEV; calls as there; inhibition, %; measured here: 10K pilot screen inhibition
An asterisk follows results filed as active; i = inactive; ? = inconclusive; · = not tested or not shown.

SMILES	Salmonella PhoP GFP	H37Rv inhibition	inhibitors of VEEV	H1N1 NS1A inhibition	M. tuberculosis	others
Cc1cc([N+](=O)[O-])nn1CCC(=O)NC1CCCCCC1	-4.6%	3.3%	0.0%	5.8%	-19.7%
Cc1cc(NC(=O)CSc2nnc(-c3ccc(Br)o3)n2Cc2ccccc2)no1	3.2%	-3.5%	1.4%	12.6%	?
COc1ccc(C(=O)OCC(=O)NCC2CCCCC2)cc1F	·	·	i	-1.8%	·
C#CCOCCOCCOCCNc1nc(N2CCN(C(=O)[C@H]([C@@H](C)CC)n3cc([C@@H](N)CC(C)C)nn3)CC2)nc(N2CCN(C(=O)[C@H](Cc3ccc(O)cc3)n3cc([C@@H](N)C(C)CC)nn3)CC2)n1 (stereo partly drawn)	6.4%	21.9%	2.1%	13.8%	54.7%
COc1ccccc1CNC(=O)[C@H](C)NC(=O)[C@@H]1Cc2ccccc2CN1	9.4%	2.8%	1.6%	5.7%	12.3%
Clc1cccc(-c2ccc(/C=N/n3cnnc3)o2)c1Cl	-9.1%	3.9%	8.3%	-23.2%	20.6%
O=c1c2sc(-c3ccccc3)cc2nc2n1CCC2	-3.3%	-7.8%	6.0%	-2.0%	-7.5%
CCCSC1=C(C#N)C2(CCCCC2)C(C#N)=C(N)N1	-2.2%	-1.2%	3.4%	5.6%	21.1%
CC(=O)c1ccc(OCCCC(=O)NC2=NCCS2)cc1	-3.1%	0.6%	2.1%	3.4%	11.2%
CCOC(=O)c1ccccc1Nc1cc(C)nc2nc(C)nn12	-10.5%	-2.4%	i	-10.7%	4.0%
Clc1ccccc1CONc1ncnc2nonc12	-9.3%	-1.7%	0.2%	2.4%	3.0%
O=C(Cc1cccs1)N1CCN=C1SCc1ccccc1F	-9.8%	-4.2%	i	3.8%	30.7%
Cc1ccccc1NC(=O)NC1CCCc2ccccc21 (stereo not drawn)	-7.0%	-10.6%	7.4%	-8.1%	0.7%
O=C(N[C@@H](Cc1ccccc1)C(=O)NC1CCCCC1)c1ccco1	1.3%	6.5%	0.7%	-9.0%	5.4%
CCN1CCN(c2oc(-c3ccccc3C)nc2S(=O)(=O)c2ccccc2)CC1	·	·	i	6.4%	·
Cc1ccc(C(=O)O)cc1Nc1ncnc2sc3c(c12)CCC3	-0.9%	-3.5%	i	5.4%	2.4%
CC(C)(C)NS(=O)(=O)c1ccc(CCC(=O)N2CCCC2)cc1	1.6%	-3.0%	1.1%	-1.6%	1.1%
CCOC(=O)c1sc(Nc2nc3c(OC)cccc3s2)nc1C	-9.4%	1.2%	3.5%	-15.7%	24.1%
Cc1ccc(C(=O)N2c3ccccc3N(Cc3ccccc3)C(=O)C2(C)C)cc1	-3.4%	4.8%	2.8%	7.0%	18.6%
CCC1CCC(C(=O)NC(CCSC)C(=O)NCCN(CC(C)C)CC(C)C)CC1 (stereo not drawn)	9.8%	4.5%	i	-13.3%	25.3%
Nc1nc(Sc2ncccc2[N+](=O)[O-])n[nH]1	0.7%	3.3%	4.5%	·	12.2%
CCN(CC)CCN(Cc1cc2cc3c(cc2[nH]c1=O)OCO3)C(=S)NCC1CCCO1 (stereo not drawn)	3.9%	-7.1%	i	-2.1%	-20.7%
Clc1cnc(Oc2ccc(Oc3ncc(Cl)cc3Cl)cc2)c(Cl)c1	-4.0%	-0.9%	2.2%	-1.6%	8.5%
O=C1CC(c2ccc(F)c(Br)c2)C2=C(CCCC2=O)N1 (stereo not drawn)	-0.3%	3.2%	2.8%	0.6%	-1.1%
NNC(=O)c1sccc1OCc1ccc(F)cc1	4.6%	15.7%	i	-3.8%	-3.9%

3 entries drawn at random from the list so far, as already listed:
SMILES	Salmonella PhoP GFP	H37Rv inhibition	inhibitors of VEEV	H1N1 NS1A inhibition	M. tuberculosis	others
COc1ccc(C(=O)OCC(=O)NCC2CCCCC2)cc1F	·	·	i	-1.8%	·
NNC(=O)c1sccc1OCc1ccc(F)cc1	4.6%	15.7%	i	-3.8%	-3.9%
CCCSC1=C(C#N)C2(CCCCC2)C(C#N)=C(N)N1	-2.2%	-1.2%	3.4%	5.6%	21.1%

Among those listed so far, these contain two or more sulfur atoms.
SMILES	Salmonella PhoP GFP	H37Rv inhibition	inhibitors of VEEV	H1N1 NS1A inhibition	M. tuberculosis	others
O=C(Cc1cccs1)N1CCN=C1SCc1ccccc1F	-9.8%	-4.2%	i	3.8%	30.7%
CCOC(=O)c1sc(Nc2nc3c(OC)cccc3s2)nc1C	-9.4%	1.2%	3.5%	-15.7%	24.1%

Other compounds:
SMILES	Salmonella PhoP GFP	H37Rv inhibition	inhibitors of VEEV	H1N1 NS1A inhibition	M. tuberculosis	others
O=C(c1sc2cc(Cl)ccc2c1Cl)N1CCN(CCc2ccccn2)CC1	-8.5%	?	0.4%	-7.6%	49.5%
Cc1cccc(C)c1OCC(=O)N(Cc1ccco1)C1CCS(=O)(=O)C1 (stereo not drawn)	-1.4%	-3.5%	0.8%	6.8%	-19.0%
COc1cc(NC(=O)COC(=O)c2ccccc2SCC(=O)N2CCCC2)cc(OC)c1	7.2%	15.0%	11.0%	-0.5%	3.5%
OCCCn1c(CCNc2nc(-c3ccc(F)cc3)cs2)nc2cc(C(F)(F)F)ccc21	12.2%	?	3.4%	1.2%	·
Cc1cc(=O)c2c(C)nn(-c3ccccc3)c2[nH]1	7.8%	-1.9%	1.4%	-7.1%	-12.1%
CCN(C(=O)CSc1nnc(-c2ccc(F)cc2)n1C)C1CCS(=O)(=O)C1 (stereo not drawn)	·	-6.4%	1.1%	-19.1%	7.0%
CC1CC(C)CN(S(=O)(=O)c2ccc(C(=O)Nc3nnc(C4CC4)o3)cc2)C1 (stereo not drawn)	-0.4%	-16.4%	12.2%	-2.8%	?
CCOC(=O)c1sc(=S)n(-c2ccccc2Cl)c1C	1.5%	2.8%	1.3%	11.3%	-1.3%
O=C(Cn1nnc2ccccc2c1=O)NCCc1ccc(F)cc1	-3.7%	-7.1%	·	·	15.7%
CCOC(=O)c1nc(Nc2ccc(N3CCC(C)CC3)cc2)c2ccccc2n1	0.7%	3.3%	10.2%	26.9µM*	11.5%
O=C(NC1CCN(C(=O)N2c3ccccc3Sc3ccccc32)CC1)c1ccco1	-9.2%	-19.1%	4.5%	0.7%	27.9%
CC(=O)c1ccc2cccc3c2c1N=CN3C	-14.6%	0.3%	2.2%	4.7%	4.3%
CCOC(=O)c1ccc2c(c1)nc(SCC(=O)c1cc3ccccc3o1)n2CC	1.0%	-2.1%	7.7%	0.9%	-1.8%
O=P(CCCCCCCCCP(=O)(c1ccccc1)c1ccccc1)(c1ccccc1)c1ccccc1	0.7%	?	5.8%	-6.4%	19.5%
C1CCCC(N2CCNCC2)CC1	-0.3%	-6.5%	0.3%	-1.7%	-16.2%
Cc1[nH]n(-c2ccccc2)c(=O)c1C(c1ccc([N+](=O)[O-])cc1)c1c(C)[nH]n(-c2ccccc2)c1=O	-8.8%	5.5%	0.1%	16.6%	77.2%
CCN(CC(=O)Nc1c(F)cccc1F)C(=O)c1ccc(=O)[nH]c1	-3.0%	-0.2%	i	8.1%	-13.2%
Cc1cc(/C=c2/sc3nc4ccccc4n3c2=O)c(C)n1-c1ccccn1	-11.9%	19.4%	3.1%	7.0%	12.4%
Cc1cc(NC(=O)CN2CCN(c3ncccn3)CC2)no1	1.3%	-7.1%	0.1%	5.5%	-5.5%
COc1ccc(N2CCN(CC(O)COc3ccc(F)cc3)CC2)cc1 (stereo not drawn)	-12.8%	5.2%	1.2%	-1.2%	31.2%
Cc1ccc(C(=O)NC2CC(C)(C)NC(C)(C)C2)c(C)c1	-7.2%	-2.2%	0.8%	5.0%	-15.9%
O=C(CSc1ccc(-c2ccco2)nn1)NC1CCCCC1	12.2%	0.7%	i	-1.3%	35.0%
CCOc1ccc(OCC)c(-c2c(=O)n(OCc3ccccc3C(=O)OC)c3ccccc3[n+]2[O-])c1	-1.2%	·	i	2.7%	·
COc1ccc(CCNC(=O)CCCn2c(SCC#N)nc3ccccc3c2=O)cc1OC	-2.9%	-5.8%	0.5%	5.0%	-1.4%
O=C(Nc1ccc(F)cc1F)c1cccnc1	-8.3%	3.1%	1.7%	2.9%	-1.5%

3 entries out of the list, ordered by length of the SMILES, descending.
SMILES	Salmonella PhoP GFP	H37Rv inhibition	inhibitors of VEEV	H1N1 NS1A inhibition	M. tuberculosis	others
CCOC(=O)c1ccc2c(c1)nc(SCC(=O)c1cc3ccccc3o1)n2CC	1.0%	-2.1%	7.7%	0.9%	-1.8%
O=C(Cn1nnc2ccccc2c1=O)NCCc1ccc(F)cc1	-3.7%	-7.1%	·	·	15.7%
CCOC(=O)c1sc(=S)n(-c2ccccc2Cl)c1C	1.5%	2.8%	1.3%	11.3%	-1.3%

Further results:
SMILES	Salmonella PhoP GFP	H37Rv inhibition	inhibitors of VEEV	H1N1 NS1A inhibition	M. tuberculosis	others
CCN(CC)c1nc(-c2ccccc2)ncc1S(=O)(=O)c1ccc(C)cc1	-18.9%	3.2%	1.2%	-10.3%	15.0%
COc1cccc(CNC(=O)CCCNC(=O)c2ccc(Cl)cc2)c1	16.0%	-5.7%	6.7%	-7.1%	36.0%
NC(=O)c1nc(N2CCOCC2)nc(N2CCOCC2)n1	3.3%	-3.1%	1.7%	-0.3%	-31.4%
O=C(Nc1ccc2ccccc2c1)c1cnccn1	-13.7%	?	3.3%	-24.1%	76.7%
COc1ccc2cc3cc(C(=O)NCCCN4CCOCC4)oc3nc2c1	-3.6%	8.8%	0.8%	-2.4%	0.2%
CCOc1cc(N2CCOCC2)c(OCC)cc1NC(=O)C(C)(C)C	-2.6%	1.7%	0.3%	9.4%	5.3%
CC(C)CN1CCN(Cc2cccc3ncccc23)CC1CCO (stereo not drawn)	6.2%	-1.3%	i	7.8%	-11.2%
O=c1[nH]c(=S)[nH]cc1Oc1ccc(Br)cc1Br	·	·	i	-12.7%	·
O=C(c1ccc(=O)[nH]n1)N1CCN(S(=O)(=O)c2cccc(F)c2)CC1	·	·	2.4%	-2.4%	·
COc1ccccc1-n1cnc(N)c1C(=O)c1ccccc1	-0.9%	1.9%	6.1%	12.6%	0.3%
Fc1ccc(NC(=S)NNc2ncc(C(F)(F)F)cc2Cl)c(F)c1	1.5%	4.8%	1.2%	2.2%	-1.8%	inhibitors of VEEV 10K pilot screen=4.9
CCc1ccc(N(C)S(=O)(=O)c2ccc3[nH]cc(C(=O)NCCN4CCOCC4)c(=O)c3c2)cc1	7.2%	-5.6%	2.5%	2.9%	18.0%
CCOc1cc(CNCCc2c[nH]c3ccccc23)cc(Cl)c1OCC(N)=O	15.9%	13.2%	1.0%	-5.5%	6.7%
Cc1nn(CC(=O)Nc2ccc3c(c2)nc(CCN2CCCCC2)n3C)c(=O)c2ccccc12	-0.4%	7.2%	i	-2.1%	1.5%
Cc1ccccc1NS(=O)(=O)c1ccc2oc(=O)ccc2c1	-7.8%	3.5%	0.7%	-5.1%	4.4%
Cc1ccc(C)c(CSC2=NN3CCCC(=O)N=C3S2)c1	10.0%	-4.3%	i	-1.6%	-4.0%
Cc1ccccc1NC(=O)CN1CCN(C(=O)c2ccco2)CC1	1.7%	-12.0%	1.1%	-2.3%	-0.6%
COc1ccc(NC(=O)c2nc(-n3nc(C)cc3C)ccc2Cl)cc1Cl	4.4%	2.8%	2.2%	0.9%	4.4%
CCOC(=O)CC1CCCCN1C(=O)c1ccc2oc(CCc3ccccc3)nc2c1 (stereo not drawn)	-4.7%	3.0%	1.4%	7.0%	15.7%
